# PNC inhibitor: inhibitors of perinucleolar compartment assembly. 140,000 compounds, 3.1% hits. AID 2417. PC3M PTB-GFP, PNC prevalence imaging, 16 h; stronger effect = lower value. activity change (PNC), negative = inhibition, % at 10 µM;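 active = readout at or below -70, meaning at least 70% loss of cells showing the perinucleolar compartment, a nuclear body marking cancer cells; inconclusive = readout between -30 and a set limit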;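 note: plate controls were DMSO wells for no effect and camptothecin positive control wells for full effect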
#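 Compounds are pinned in duplicate onto adhered PC3M cells stably expressing GFP-tagged PTB and incubated 16 h at 37 C. Cells are then fixed, nuclei stained with Hoechst, and PNC-positive cells counted.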
# IMPase inh: IMPase inhibition in cells; P97697; CHO-M1 cells, IP1 accumulation, HTRF TR-FRET ratio; inhibition (IP1 accumulation), % at 46.1 µM; 120,000 tested, under 10 active; active = well fitted curve in the direction sought with a large enough effect in the signal ratio, not every such curve was filed as active; inconclusive = small, poorly fitted or top-dose-only effect, or a change in a side signal; inactive = no such curve, though single readings can be large or run the other way; the % refers to the signal ratio;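 note: cells stimulated with carbachol in lithium chloride buffer; plate controls were DMSO basal wells for no effect and reference inhibitor wells for full effect; higher means more IMPase inhibition seen as more IP1 and lower FRET ratio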
# Target sequence (P97697 whole entry, looked up): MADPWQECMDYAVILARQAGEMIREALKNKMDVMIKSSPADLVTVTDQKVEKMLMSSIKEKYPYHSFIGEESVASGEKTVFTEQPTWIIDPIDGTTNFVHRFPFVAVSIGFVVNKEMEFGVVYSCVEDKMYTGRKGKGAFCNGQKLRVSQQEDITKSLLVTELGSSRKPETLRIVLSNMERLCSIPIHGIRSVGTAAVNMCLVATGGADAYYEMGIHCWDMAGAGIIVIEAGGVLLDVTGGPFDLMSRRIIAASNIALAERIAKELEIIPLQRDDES
#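 Measured: the HTRF emission ratio (665/620 nm) plus the 620 nm donor channel, each fitted to the Hill equation to give AC50. Cells were CHO-M1 given compounds up to 46 uM and a 30 min carbachol stimulation at 37C.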
# 12-hLO inh: blocks human 12-lipoxygenase activity | purified 12-hLO, xylenol orange hydroperoxide absorbance | P18054 | Potency, µM (highest dose often 57.1 µM), without a hit: top-dose activity change, negative = inhibition, hits mostly inhibitors | 150,000 compounds, 0.12% hits | AID 1452; note: potency is the fitted concentration of half-maximal effect; nearly all actives have a fitted effect of over 55% in size; many of its hits are not listed in these tables
#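 Purified human 12hLO (150 nM), preincubated 15 min with compound, then 40 uM arachidonic acid for 30 min, room temperature, Hepes pH 7.0 with 0.01% Triton X-100. Hydroperoxide detected by ferrous iron/xylenol orange; 573/405 nm absorbance ratio gives reaction progress.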
# ALOX15B inhib: blocks human 15-lipoxygenase 2 activity. O15296. Potency, µM (highest dose often 57.1 µM), inactives show at the highest dose activity change, negative = inhibition, usual class: inhibitors. 110,000 compounds, 0.56% hits. purified 15hLO-2, xylenol orange hydroperoxide absorbance; note: potency is the fitted concentration of half-maximal effect; nearly all actives have a fitted effect of over 60% in size; many of its hits are not listed in these tables
# Target sequence (O15296 whole entry, looked up): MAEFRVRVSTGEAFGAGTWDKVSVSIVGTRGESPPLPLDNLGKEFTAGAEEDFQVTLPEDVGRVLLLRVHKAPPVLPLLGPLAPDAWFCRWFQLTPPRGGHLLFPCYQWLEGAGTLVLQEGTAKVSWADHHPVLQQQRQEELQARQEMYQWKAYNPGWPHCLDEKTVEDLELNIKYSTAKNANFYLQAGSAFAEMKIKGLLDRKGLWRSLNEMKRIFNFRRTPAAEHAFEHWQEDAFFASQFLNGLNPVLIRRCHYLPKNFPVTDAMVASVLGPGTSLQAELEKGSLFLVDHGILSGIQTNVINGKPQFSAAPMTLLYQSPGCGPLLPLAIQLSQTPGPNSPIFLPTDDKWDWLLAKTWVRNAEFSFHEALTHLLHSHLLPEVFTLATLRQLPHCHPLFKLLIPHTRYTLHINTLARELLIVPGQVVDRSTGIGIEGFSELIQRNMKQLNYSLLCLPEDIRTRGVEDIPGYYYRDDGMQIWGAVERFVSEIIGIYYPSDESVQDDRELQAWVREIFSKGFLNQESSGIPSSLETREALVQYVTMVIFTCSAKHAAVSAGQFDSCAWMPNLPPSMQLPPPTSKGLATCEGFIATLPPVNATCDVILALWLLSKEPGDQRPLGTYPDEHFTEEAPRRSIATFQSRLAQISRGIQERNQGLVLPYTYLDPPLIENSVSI
#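 Purified human 15hLO-2 (50 nM final) preincubated with compounds 15 min at room temperature in 25 mM Hepes pH 7.5, 0.01% Triton X-100, then 45 uM arachidonic acid added for 90 min; hydroperoxide detected via ferrous/xylenol orange, 573/405 nm absorbance ratio.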
# Starred values were filed as active, the others as inactive; ? = inconclusive; . = not tested or not shown; [ ] = remark or other dose. Unless noted, calls come from the whole dose curve; as a rule, active = well fitted curve in the direction sought with a large enough effect; inconclusive = small, poorly fitted or top-dose-only effect, or another doubt; inactive = no such curve, though single readings can be large; an effect the other way counts as inactive or inconclusive. Unless noted, % is set by controls: 0 for no effect and ±100 for the full control effect. A portion of the library; the hit share may differ from the screen's.
SMILES,PNC inhibitor,IMPase inh,12-hLO inh,ALOX15B inhib
Cc1ccc(NC(=S)NNC(=O)CSc2nnc(-c3ccc(Cl)cc3)n2C2CCCCC2)cc1,-19,.,-25%,.
Cn1c(=O)c2c(ncn2CC(N)=O)n(C)c1=O,?,-13,4%,-1%
COc1ccc(C(CNC(=O)Cn2[nH]c(=O)c3ccccc3c2=O)N2CCCC2)cc1 (stereo not given),11,4,-3%,7%
Cc1ccc(C(C)C)c(OCc2ccc(C(=O)N/N=C/c3ccc(O)c(O)c3)cc2)c1,-124*,.,-3%,.
O=C(c1ccco1)N1CCN(c2ncnc3c2[nH]c2ccc(Br)cc23)CC1,3,0,-2%,3%[2.29 µM]
CCS(=O)(=O)n1nc(-c2ccccc2)nc1SCc1ccccc1,?,-2,-3%,-9%
CC1(C)Cc2c(sc3nn[nH]c(=O)c23)CO1,-85*,-7,3%,-15%
CC(c1ccco1)N(C(=O)c1ccc(C#N)cc1)c1ccccn1 (stereo not given),43,2,5%,-7%
Cn1nnc(NC(=O)c2ccccc2F)n1,?,0,-2%,2%
Cc1cc2cc(NC(=O)c3ccco3)ccc2[nH]1,?,-10,-6%,-8%
COc1ccc(N(C(=O)c2cnsn2)C(C(=O)NC2CCCCC2)c2ccncc2)cc1 (stereo not given),8,.,2%,.
Cc1cccc(N2C(=O)CC(Sc3nc(-c4ccccc4)c4cc(Cl)ccc4n3)C2=O)c1 (stereo not given),-17,5,-4%,-3%
COc1ccc(NC2=Nc3cccc4cccc2c34)cc1OC,49,8,-10%,-3%
CC(C)(C)n1nc(-c2ccc(F)cc2)c2c(N)ncnc21,?,0,3%,13%
CCOC(=O)CSc1nnc(-c2ccccc2NC(=O)c2ccccc2)o1,?,2,-5%,10%
COC(=O)C1CCN(C(=O)Cc2ccc(C)cc2)CC1,?,-8,2%,2%
Nc1nc2ccccc2n1/N=C/c1ccc([N+](=O)[O-])s1,-83*,.,-3%,.
Cc1nn(-c2ccccc2)c2nc(Cl)c(C(=O)O)cc12,31,.,-3%,.
COc1ccccc1C(=O)NCCC(=O)N1CC(=O)Nc2ccccc21,-9,-6,1%,4%
Cc1ccccc1NC(=S)NC1CC2CCC(C1)N2Cc1ccco1 (stereo not given),60,2,3%,-1%
CCOC(=O)/C(=C\c1ccccc1)C(=O)c1cc(C(C)=O)c(Nc2ccccc2)s1,7,11,0%,-13%
Cn1nc(C(=O)NC(C)(C)C)c2ccccc21,?,.,0%,.
CC(C)(C)c1ccc(S(=O)(=O)N2CCCC2C(=O)NC2=NCCS2)cc1 (stereo not given),39,0,-3%,7%
CCCC(=O)CN1C(=O)C2(OCCO2)c2ccccc21,-16,-7,4%,-3%
O=C(Nc1ccc(Br)c2cccnc12)c1ccc(Cn2cc(Cl)cn2)o1,?,.,1%,.
CC(C)CCNC(=S)Nc1ccccc1F,2,-8,-4%,.
O=C(COc1c(F)c(F)c(C(F)(F)F)c(F)c1F)Nc1ccc(N2CCOCC2)c(Cl)c1,10,-3,-6%,8%
O=C(CSc1nnc(C2CC2)n1Cc1ccccc1)c1cc2ccccc2o1,4,-11,-15%,-23%
CC(C)Oc1ccc(CCc2n[nH]c(=S)n2Cc2ccccc2)cc1,?,15,32µM*,?
Cc1nc2nc(Cc3ccccc3)nn2c(C)c1Cl,3,3,1%,-5%

# Exported with each value named: entries from further up
COC(=O)C1CCN(C(=O)Cc2ccc(C)cc2)CC1
  PNC inhibitor: ? | IMPase inh: -8 | 12-hLO inh: 2% | ALOX15B inhib: 2%

Nc1nc2ccccc2n1/N=C/c1ccc([N+](=O)[O-])s1
  PNC inhibitor: -83* | IMPase inh: . | 12-hLO inh: -3% | ALOX15B inhib: .

Cc1nn(-c2ccccc2)c2nc(Cl)c(C(=O)O)cc12
  PNC inhibitor: 31 | IMPase inh: . | 12-hLO inh: -3% | ALOX15B inhib: .

# Other entries follow.
SMILES,PNC inhibitor,IMPase inh,12-hLO inh,ALOX15B inhib
N#CCCn1cnc2c(=S)nc[nH]c21,?,-6,-8%,3%
Cc1c(NC2(c3nnnn3-c3ccc(Br)cc3)CCCCC2)c(=O)n(-c2ccccc2)n1C,34,-4,-14%,-7%
O=C(Nc1ccccc1)N1CCN(c2ncccn2)CC1,?,2,7%,5%
O=C(C1CCCN(c2ncccn2)C1)N1CCc2ccccc21 (stereo not given),?,3,-4%,-12%
Cc1ccc(-c2ccc(/C=C(\C#N)C(=O)Nc3cc(C)nn3-c3ccccc3)o2)cc1,10,-5,1%,-20%
COc1ccc(CC(=O)N2CCN=C2SC)cc1,-14,3,0%,4%
CCOc1cc(/C=N/Nc2nc(-c3cccc(S(=O)(=O)N4CCCC4)c3)cs2)ccc1O,44,.,0%,.
Cc1ccccc1Cn1cccc1/C=C1/C(=N)N2C=CSC2=NC1=O,-24,0,-8%,-11%
COCCN1CC(=O)N(c2cccc(C)c2C)C(c2ccc(Cl)cc2)C1=O (stereo not given),4,-10,0%,-2%
O=C(Nc1cccc2[nH]ncc12)c1ccc(F)cc1,0,-1,-5%,-2%
COc1ccccc1NC(=O)C1=C(C)Nc2nnnn2C1c1ccccc1OC (stereo not given),12,-4,5%,4%
CCC(SC1=N/C(=C/c2ccccc2OC)C(=O)N1c1ccccc1)C(=O)Nc1cc(C)on1 (stereo not given),30,7,-7%,-11%
CCOc1ccc(OCC)c(NC(=O)C2CCN(S(=O)(=O)c3cccc4nonc34)CC2)c1,22,-2,3%,0%
CCOc1ccccc1N1CCN(C(=O)CC(C)C)CC1,?,.,-1%,.
COc1ccc(S(=O)(=O)N(C)CC(=O)NCc2cccnc2)cc1OC,?,-2,1%,-4%
Cc1cc(C(F)(F)F)nn1CC(=O)N1CCCCC1C (stereo not given),3,8,-4%,-10%
COc1cc(-c2nnc(COC(=O)c3c4c(nc5ccccc35)CCCC4)o2)cc(OC)c1OC,58,3,0%,9%
CC(C)COc1ccc(-c2nnc(-c3ccco3)o2)cc1,-7,-10,-4%,5%
Cc1ccc2[nH]c(=O)c(-c3nc4cc(C)ccn4c3NCc3ccco3)cc2c1,32,13,-22%,7%
Cc1cccc(OCC(=O)Nc2ccc(N3CCN(C(=O)c4ccco4)CC3)cc2)c1,?,1,2%,-6%
CCC(C)NCCCCOc1ccc(Br)cc1 (stereo not given),29,.,0%,.
CC1CC(C)(C)NC(=S)N1CC(=O)N(C)Cc1ccccc1 (stereo not given),66,.,-3%,.
CCN(CC(=O)Nc1cccc(OC)c1)C(=O)C1CCN(C(=O)Nc2ccccc2)CC1,40,4,-1%,25%
O=C(CCCCCN1C(=O)c2ccccc2C1=O)NC1CCCC1,-1,2,-4%,-2%
COc1cccc(/C=C/C(=O)Nc2ccc(OC)nc2)c1,103,.,-16%,.
COc1ccc(C2C(C(=O)c3sc(C)nc3C)=C(O)C(=O)N2CCN(C)C)cc1OC (stereo not given),-122*,-8,0%,7%[2.29 µM]
COc1ccc(NC(=O)c2nnn(Cc3cccc(F)c3)c2N)c(OC)c1,?,0,2%,9%
CC1CC(=O)Nc2ccccc2S1(=O)=O (stereo not given),17,29,-6%,6%
CCn1c(SCC(=O)c2c[nH]c3ccccc23)nnc1-c1cccs1,0,22,-3%,-7%
CCc1cccc(NC(=O)Cn2c(=O)oc3cc(S(=O)(=O)N4CCOCC4)ccc32)c1,0,4,-2%,-9%
O=C(Nc1cc(C(F)(F)F)ccc1Cl)C1CCN(c2nnc(-n3cccc3)s2)CC1,-26,1,0%,.
CN(C)CCNC(=O)Nc1cccc(Cl)c1Cl,18,1,15%,.
CN(C)c1ccc(CN(C(=O)C2COc3ccccc3O2)C2CCS(=O)(=O)C2)cc1 (stereo not given),11,5,-18%,-22%
CCCC(=O)NC(C)c1nc2ccccc2n1C (stereo not given),?,0,21%,-4%
O=C(c1cc2sccc2n1Cc1ccc(F)cc1)N1CCc2ccccc21,-15,-7,1%,.
COCCN(CCOC)Cc1cc(=O)oc2cc3c(cc12)CCC3,7,?,-9%,-14%
COc1ccc(Cl)cc1C(=O)N(Cc1nc(-c2cccc(C)c2)no1)C(C)C,-20,10,-13%,0%
CCOc1ccccc1C1C(C(=O)Nc2ccc(OC)cc2)=C(C)Nc2nc(CCCO)nn21 (stereo not given),111,-4,-1%,.
CSc1ccc(/C=N/NC(=O)CN2CCN(Cc3ccc(Cl)cc3)CC2)cc1,?,.,5%,.
CCNC(=O)/N=C1/NC(=O)C(C(C)C)O1 (stereo not given),24,6,1%,-11%
Cc1noc(C)c1C(=O)N1CCC[C@@]2(CCN(c3cccc(-c4ccccc4)c3)C2)C1,.,.,-13%,-21%
Cc1ccc2c(c1)N[C@H](c1ccc(C(=O)O)cc1)c1cccn1-2,.,.,-7%[11.4 µM],-9%[11.4 µM]
Cc1ccc([N+](=O)[O-])cc1S(=O)(=O)NCc1cccnc1,9,.,-1%,.
Cc1cc(C)c(C)c(C(=O)C2OC(=O)C(C)(C)C(=O)C2(C)C)c1C (stereo not given),-27,.,1%,.
CCc1ccc(NC(=O)N(CCN(C)C)C(C)c2cccnc2)cc1 (stereo not given),-27,1,1%,28%
O=C(CCCSc1ccccc1)Nc1nc(-c2ccccn2)cs1,-13,2,3%,37%[activator]
OCCN(Cc1ccccc1)Cc1cccc(F)c1,4,10,-7%,-11%
CCN=C1S/C(=C\c2ccc(O)c(OCC)c2)C(=O)N1CC,75,.,-6%,.
O=C1CC(N2CCN(c3ccccc3)CC2)C(=O)N1CCc1ccccc1 (stereo not given),48,7,0%,-1%
O=C(NCCc1ccccc1)C1(c2ccccc2)CC1(Cl)Cl (stereo not given),80,1,3%,7%
CC(C)C(=O)N(Cc1ccc2c(c1)OCO2)Cc1ccccn1,-4,4,-4%,-7%
CCCCC(CC)CNC(=O)c1cccs1 (stereo not given),14,6,-3%,-4%
Cn1nnnc1SCC(=O)NCc1ccccc1,-18,11,-4%,.
Cn1c(NC(=O)c2cccs2)c(-c2cccs2)c(=O)c2ccccc21,14,-10,-5%,-9%
CCOC(=O)c1c(C)[nH]c(C(=O)Cn2nnc(-c3ccccc3)n2)c1C,?,-11,-6%,-7%
COC(=O)c1cc(=O)n(Cc2ccc3c(c2)OCO3)c(=Nc2ccc(F)c(Cl)c2)s1,6,-3,0%,-2%
O=C(NCc1ccco1)C1CCCN1S(=O)(=O)c1ccc2ccccc2c1 (stereo not given),14,7,2%,4%
CCCCCCn1ccc(=N)cc1,38,5,4%,-1%
O=C(O)CC(C(=O)OCC1CCCO1)N1CCOCC1 (stereo not given),?,4,-2%,10%
CCOC(=O)CP(=O)(c1ccccc1)c1ccccc1,-27,-2,0%,2%
# (further entries)
SMILES,PNC inhibitor,IMPase inh,12-hLO inh,ALOX15B inhib
CCOC(=O)c1sc(C)c(C(=O)NCC(C)(C)CN(C)C)c1N,20,5,0%,4%
COc1cccc(NS(=O)(=O)c2cn(C)c(=O)n(C)c2=O)c1,20,8,4%,-4%
Fc1cc(Br)ccc1NC(=S)NCCc1ccccc1,41,-1,?,?
Cc1ccc(OCCCn2c(CO)nc3ccccc32)cc1,5,13,-7%,29%
Cc1nc(NC(C)c2ccccc2)c2c3c(sc2n1)CCC3 (stereo not given),8,10,-3%,7%
Cc1cc(C)c2nc(NNC(=O)c3cc(-c4cccs4)nc4ccccc34)sc2c1,58,.,6%,.
COC(=O)c1cc2c(ccn2-c2ccc(F)cc2)n1Cc1ccc(C#N)cc1,-26,.,2%,.
CCOc1ccccc1NC(=S)NCC1CCCO1 (stereo not given),27,.,-4%,.

# Grouped by structure, the compounds so far containing a COOH group (three)
SMILES,PNC inhibitor,IMPase inh,12-hLO inh,ALOX15B inhib
Cc1nn(-c2ccccc2)c2nc(Cl)c(C(=O)O)cc12,31,.,-3%,.
Cc1ccc2c(c1)N[C@H](c1ccc(C(=O)O)cc1)c1cccn1-2,.,.,-7%[11.4 µM],-9%[11.4 µM]
O=C(O)CC(C(=O)OCC1CCCO1)N1CCOCC1 (stereo not given),?,4,-2%,10%

# Screens as filed in PubChem.
